Assay outcomes (PubChem BioAssay)
FEN1 inhibitor = human FEN1 inhibition. P39748. Recombinant FEN1 flap cleavage, fluorescence, 15 min. Potency, µM (series often up to 114 µM), for the others: at the top dose activity change, negative = inhibition, hits mostly inhibitors. hit rate 0.35% among 390,000. AID 588795; further: nearly all actives have a fitted effect of over 65% in size
Target sequence (P39748 whole entry, looked up): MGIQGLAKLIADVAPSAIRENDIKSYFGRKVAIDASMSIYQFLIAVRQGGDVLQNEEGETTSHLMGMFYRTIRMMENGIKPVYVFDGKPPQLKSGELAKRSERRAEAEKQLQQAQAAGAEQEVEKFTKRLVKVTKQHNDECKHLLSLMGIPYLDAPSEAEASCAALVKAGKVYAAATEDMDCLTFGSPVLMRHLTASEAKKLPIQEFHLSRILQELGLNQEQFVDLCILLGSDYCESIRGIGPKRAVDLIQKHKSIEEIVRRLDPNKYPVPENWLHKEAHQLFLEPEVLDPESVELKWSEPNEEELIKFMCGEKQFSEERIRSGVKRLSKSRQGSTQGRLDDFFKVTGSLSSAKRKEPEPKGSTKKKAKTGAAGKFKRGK
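FEN1 at 10 nM preincubated with compounds 15 min at room temperature, then flap DNA substrate added at 50 nM final. Signal read at 0 and 15 min; concentration-response fitted with four-parameter Hill equation.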
GCN5L2 inh = blocks human GCN5L2 histone acetyltransferase. Potency, µM (series often up to 58.9 µM), without a hit: at the highest dose activity change, negative = inhibition, actives largely listed as inhibitors. hit rate 0.21% among 390,000. Q92830. GCN5L2 HAT assay, ThioGlo1 CoA-SH fluorescence
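ThioGlo1-coupled HAT assay: 20nM GCN5L2, 70uM acetyl-CoA, 75uM H3(1-25) peptide, pH 7.5. Fluorescence read at 340/540nm at start and after 20 min at room temperature.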
DT40 TDP1 CPT = DT40-hTDP1 cell growth loss with CPT; hit rate 12% among 420,000; chicken DT40 Tdp1-/-;hTDP1 cells + 20 nM CPT, ATP luminescence, 48 h; Potency, µM (highest dose often 46.2 µM), inactives show at the highest dose activity change, negative = growth inhibition, hits mostly inhibitors; further: nearly all actives have a fitted effect of over 55% in size
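Chicken DT40 Tdp1-/- cells complemented with human TDP1, 400 cells/well, exposed to compounds plus 20 nM camptothecin for at least 48 h at 37 C; viability read as ATP content by CellTiter-Glo luminescence.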
Numbers without * were called inactive; ? = inconclusive; / = no result given; & = joins results of further samples. The call rests on the fitted dose curve; in most records, active means well fitted curve in the direction sought with a large enough effect; inconclusive means small, poorly fitted or top-dose-only effect, or another doubt; inactive means no such curve, though single readings can be large; an effect the other way counts as inactive or inconclusive. On the % scale 0 is the no-effect control and ±100 the full control effect; potency means the concentration at half of the fitted maximal effect. A portion of the library; rates above refer to the full screens.

nr	Molecule	FEN1 inhibitor	GCN5L2 inh	DT40 TDP1 CPT
1	CCCOc1ccc(N2C(=O)CC(N(CCc3ccc(OC)cc3)C(=O)c3ccccc3)C2=O)cc1 (stereo unspecified)	0.0%	-14.2%	?
2	CC(Oc1ccc(F)cc1)C(=O)NN (stereo unspecified)	6.9%	3.0%	-27.2%
3	Cc1ccc(Cl)cc1N1CCN(C(=O)c2cccn2-c2nnc(N3CCCCC3)s2)CC1	-2.8%	-6.9%	18.4µM*
4	CCOC(=O)C1C(=O)C=C(c2ccc(C)cc2)CC1c1ccc([N+](=O)[O-])cc1 (stereo unspecified)	-0.5%	-7.3%	?
5	O=C1C2C3C=CC(C3)C2C(=O)N1c1cccc2cccnc12 (stereo unspecified)	4.3%	1.3%	-3.7%
6	CCCc1cc(-c2n[nH]c(C)c2-c2ccc(C(=O)OCC)o2)c(O)cc1O	-16.1%	-24.0%	?
7	CN(CC(=O)Nc1ccc(F)c(F)c1F)C(=O)c1ccc(-n2cncn2)cc1	19.2%	-3.0%	-6.8%
8	CC(C)C(c1nnnn1Cc1ccco1)N1CCC(C(N)=O)CC1 (stereo unspecified)	1.7%	-3.6%	18.4%
9	CN(C)CC(NC(=O)c1cccc(S(=O)(=O)Nc2ccc3c(c2)OCO3)c1)c1ccccc1 (stereo unspecified)	18.0%	-13.2%	?
10	CC(C)(C)C(=O)NCCCNc1ccc([N+](=O)[O-])cc1	-0.5%	-2.5%	-4.1%
11	COc1ccc(CC(=O)NO)cc1	0.6%	/	-6.5%
12	COc1ccc(Br)cc1CNC(=O)C1CCCCN1S(=O)(=O)c1ccc(F)cc1 (stereo unspecified)	-11.3%	-12.1%	-29.6%
13	O=C(NCC1CCCO1)c1ccc(Cl)c(F)c1F (stereo unspecified)	1.8%	1.9%	-27.2%
14	O=C(NCCOc1ccccc1F)C1CCC(=O)N(CC2CCCCC2)C1 (stereo unspecified)	18.3%	?	-29.0%
15	CCN1C=C(Cc2ccc(OC)cc2)C2=C(C1)C(c1ccc(OC)cc1)C(C#N)=C(N)O2 (stereo unspecified)	-7.1%	?	?
16	CC1=C(C(=O)Nc2ccc(F)c(F)c2)C(c2cccs2)NC(=S)N1 (stereo unspecified)	-1.5%	0.7%	-20.2%
17	CCN(CC(=O)NCc1cccs1)C(=O)c1ccc(S(=O)(=O)Nc2ccccc2F)cc1	-9.1%	-6.4%	6.8%
18	O=C(CSc1nc(-c2ccccc2)[nH]c1-c1ccc(F)cc1)NC1CCCC1	-23.4%	-11.6%	?
19	C/C(=C\C(=O)c1ccccc1)Nc1ccc(N2CCOCC2)cc1	11.5%	-2.8%	-21.4%
20	O=C(COc1ccc(Cl)cc1)NCc1ccncc1	0.9%	-7.3%	-7.7%
21	Cc1cccc(NC(=O)Cn2cnc3ccccc3c2=O)c1C	0.3%	/	-11.6%
22	O=C1C(c2ccc(F)cc2)N(CCc2ccccc2)C(=O)CN1C1CCCCC1 (stereo unspecified)	-4.7%	-10.1%	?
23	CCn1c(C)c(C2N3CC4(C)CN2CC(CC)(C3)C4=O)c2ccccc21 (stereo unspecified)	-5.7%	-4.0%	-5.9%
24	O=C(NC1CCS(=O)(=O)C1)OC1CCCCC1 (stereo unspecified)	-5.1%	-3.3%	-0.9%
25	O=C(NCc1ccco1)c1ccc2c(c1)N(Cc1ccccc1)C(=O)c1ccccc1S2	4.9%	-16.6%	-25.1%
26	COCCN1C(=O)/C(=C/c2ccc(N3CCCC3)cc2)SC1=S	?	-1.8%	-17.8%
27	CCn1ccnc1CNC(=O)c1ccc(OC2CCN(C(=O)COC)CC2)cc1	17.1%	-1.4%	1.9%
28	CC(C)CC(=O)N1CC=CC[C@@H](c2ccc(Cl)cc2)N(Cc2ccc(Cl)cc2)C(=O)[C@@H]1Cc1ccccc1	-20.5%	/	14.6µM*
29	Cc1ccc(-n2ncc3c(NNC(=O)c4ccco4)ncnc32)c(C)c1	0.7%	-1.3%	0.4%
30	CCc1ccc(NC(=O)CSc2nc3ncccc3[nH]2)cc1	3.4%	0.1%	?
31	N#Cc1c(SC(C(=O)O)c2ccccc2)nc2c(c1-c1cccs1)CCCC2 (stereo unspecified)	-0.1%	-12.2%	-18.7%
32	C[C@@H]1NC(=O)N(CCCn2ccnc2)C1=O	-2.3%	-4.6%	6.8%
33	CC1CCN(C(=O)Cn2cc3c(n2)CCCC3)CC1	-7.7%	2.9%	-0.9%
34	Cc1cc(C)cc(NC(=O)c2cccc(C(=O)Nc3cc(C)cc(C)c3)n2)c1	6.0%	-1.9%	?
35	O=C(NCCC1=CCCCC1)C1CCCN(c2nc3ccccc3o2)C1 (stereo unspecified)	6.8%	-1.6%	?
36	c1ccc(Nc2nc(-c3cccs3)cs2)nc1	-10.1%	-0.9%	?
37	COc1cccc(C2CC(c3ccc(C)cc3)n3nc(N)nc3N2)c1 (stereo unspecified)	15.9%	-0.5%	?
38	O=C(Nc1cc([N+](=O)[O-])ccc1Cl)c1cccnc1	15.2%	-3.6%	4.2%
39	Cc1ccc(Nc2nnc(SCC(=O)Nc3ccccc3[N+](=O)[O-])s2)cc1	3.3%	-6.9%	-11.5%
40	O=c1[nH]nc(C(F)(F)F)c2nnn(Cc3ccccc3Cl)c12	-3.5%	-6.7%	0.7%
41	COc1ccc(NS(=O)(=O)c2cccc(C(=O)NCC(c3ccc(OC)cc3)N3CCOCC3)c2)cc1 (stereo unspecified)	-7.4%	-0.8%	-12.7%
42	N#Cc1ccccc1OCC(=O)Nc1c(C(=O)C2CC2)oc2ccccc12	1.1%	-0.2%	-16.9%
43	COc1ccc(/C=N/NC(=O)c2ccc(Cl)cc2)cc1Cn1cc(Cl)cn1	-18.9%	-6.9%	-16.9%
44	NNC(=O)CN1C(c2cccc(Cl)c2)=Nc2ccc(Br)cc2C1c1ccccc1 (stereo unspecified)	-13.3%	-9.4%	?
45	O=C(NCc1ccccc1Br)c1ccc2c(c1)OCCO2	2.7%	-4.8%	4.5%
46	Cc1ccc(CNC(=O)CNS(=O)(=O)c2cccs2)cc1	19.0%	-3.3%	-3.0%
47	Cc1nnc(N/N=C\c2ccc(-c3ccccc3[N+](=O)[O-])o2)n1N	-14.0%	-1.1%	?
48	CC(=O)c1ccc(NC(=O)CCOc2cc(C)ccc2C)cc1	0.9%	-4.5%	?
49	COc1cc(C(=O)NCCc2ccc(S(N)(=O)=O)cc2)cc(OC)c1OC	-3.1%	-3.1%	-1.4%
50	CN(C)S(=O)(=O)c1ccc(C(=O)Nc2ccc(OCC(=O)N3CCOCC3)cc2)cc1	0.6%	-2.6%	-1.5%
51	O=C(O)C1CCCN1C(=O)C1CCN(S(=O)(=O)c2cccc(C(F)(F)F)c2)CC1 (stereo unspecified)	1.8%	-11.1%	-2.0%
52	CCOC(=O)c1cc(-c2ccccc2)n(CC(=O)NC(C)c2ccccc2)c1C (stereo unspecified)	-0.6%	-0.1%	18.4µM*
53	CCc1nnc(NC(=O)CSc2ncnc3scc(-c4ccc(C)cc4)c23)s1	-0.8%	-2.3%	?
54	COc1ccc(NC(=O)c2oc3ccc(S(=O)(=O)N4CCC5(CC4)OCCO5)cc3c2C)cc1Cl	-14.7%	-5.4%	8.2µM*
55	COc1ccc(C2NC(=S)NC(C)=C2C(=O)N2CCOCC2)cc1 (stereo unspecified)	1.2%	-0.5%	-9.8%
56	CC(CC(=O)Nc1nccs1)c1ccccc1 (stereo unspecified)	-0.5%	2.1%	3.1%
57	COc1ccc(CCNC(=O)CCn2cccc2)cc1OC	1.5%	-0.4%	6.8%
58	ClCc1csc(-c2ccc(Cl)cc2)n1	-5.7%	-1.0%	13µM*
59	O=C1CCCc2c1nc(-c1ccccc1F)n2O	20.1%	-3.3%	8.1%
60	O=C1CCC(C(=O)OCc2nnc(-c3ccc(Br)cc3)o2)=NN1	-7.5%	0.9%	4.4%

(list continues)
nr	Molecule	FEN1 inhibitor	GCN5L2 inh	DT40 TDP1 CPT
61	COc1ccccc1-n1cnnc1SCC(=O)N1CCOCC1	-7.3%	-3.2%	-22.3%
62	COc1ncnc2c1ncn2CC1COC(C)(C)O1 (stereo unspecified)	0.6%	/	3.9%
63	O=C(CC1S/C(=N\S(=O)(=O)c2ccccc2)N(c2ccccc2)C1=O)Nc1ccc(F)cc1 (stereo unspecified)	-14.9%	-11.5%	-12.2%
64	CCOC(=O)c1sc(NC(=O)CN2C(=O)C3CC=CCC3C2=O)nc1C (stereo unspecified)	-14.6%	-2.8%	4.5%
65	COc1cc2c(cc1OC)C(Cc1ccccc1[N+](=O)[O-])=NCC2	6.1%	/	?
66	CSCC[C@H](NC(=O)NC1CCCC1)C(=O)O	14.5%	-1.1%	0.5%
67	COc1ccccc1CNC(=O)CC1N=C2c3ccccc3N=C(SCC(=O)Nc3ccc(F)cc3)N2C1=O (stereo unspecified)	-13.1%	-9.9%	25.9µM*
68	COC(=O)c1c(C)oc(C)c1S(=O)(=O)NCc1ccc(Cl)cc1Cl	-9.6%	0.0%	-15.8%
69	COc1ccccc1N(C)S(=O)(=O)c1ccc(C(=O)N2CCC(C(N)=O)CC2)cc1	-4.2%	-0.3%	-21.0%
70	O=C(Nc1nc(-c2ccncc2)cs1)c1ccc(S(=O)(=O)N2CCOCC2)cc1	3.4%	-5.8%	-21.3%
71	O=C(Nc1ccnn1C1CCN(C2CCCCC2)CC1)c1ccccc1	23.8%	-2.9%	?
72	C=C(C(=O)c1ccccc1)C(C(=C)C(=O)c1ccccc1)c1ccc(OC)cc1	9.2%	-8.3%	10.3µM*

4 structures out of the list, sorted by heavy-atom count, low to high:
nr	Molecule	FEN1 inhibitor	GCN5L2 inh	DT40 TDP1 CPT
47	Cc1nnc(N/N=C\c2ccc(-c3ccccc3[N+](=O)[O-])o2)n1N	-14.0%	-1.1%	?
34	Cc1cc(C)cc(NC(=O)c2cccc(C(=O)Nc3cc(C)cc(C)c3)n2)c1	6.0%	-1.9%	?
52	CCOC(=O)c1cc(-c2ccccc2)n(CC(=O)NC(C)c2ccccc2)c1C (stereo unspecified)	-0.6%	-0.1%	18.4µM*
50	CN(C)S(=O)(=O)c1ccc(C(=O)Nc2ccc(OCC(=O)N3CCOCC3)cc2)cc1	0.6%	-2.6%	-1.5%

(next part)
nr	Molecule	FEN1 inhibitor	GCN5L2 inh	DT40 TDP1 CPT
73	O=C(Nc1ccon1)c1ccc2c(c1)OCO2	-6.0%	-25.6%	-7.5%
74	CN(Cc1ccccc1)C(=O)c1ccc(NC(=O)Cc2ccc([N+](=O)[O-])cc2)cc1	7.1%	-3.7%	?
75	O=C(CC1C(=O)NCCN1CC1CCCCC1)NC1(c2ccccc2)CC1 (stereo unspecified)	14.0%	-19.6%	-22.9%
76	CCC1Nc2ncnc(N3CCN(c4ccccc4)CC3)c2N(Cc2ccc(C)cc2)C1=O (stereo unspecified)	-31.9%	?	?
77	CCC(C)(C)n1nnnc1C(c1cc2cc(OC)c(OC)cc2[nH]c1=O)N1CCc2ccccc21 (stereo unspecified)	-2.6%	-26.9%	20µM*
78	CSc1cccc(NC(=O)c2cnn(-c3ccc(F)cc3)c2-n2cccc2)c1	-2.2%	-8.7%	/
79	COc1ccc(Cl)cc1N1C(=O)[C@@H]2C(c3cccc(OC)c3OC)=NO[C@@H]2C1=O	4.2%	-1.0%	-7.0%
80	O=[N+]([O-])c1ccccc1CNC1CCCCCC1	17.2%	-3.6%	-4.5%
81	CCCOc1ccc(-c2c(C(=O)N/N=C(\C)c3cccnc3)nnn2-c2nonc2N)cc1	1.2%	-1.8%	-12.1%
82	CCOc1ccc(C2C(C(=O)c3cccs3)=C(O)C(=O)N2CCN2CCOCC2)cc1 (stereo unspecified)	1.0%	-11.3%	6.8%
83	COc1cccc(-c2nc(CS(=O)(=O)CC(=O)NC3CCCCCC3)c(C)o2)c1	6.1%	1.2%	?
84	CCOC(=O)c1ccc(-c2ccc(/C=C(\C#N)C(=O)Nc3cccc(C)c3)o2)cc1	-10.5%	0.0%	/
85	Cc1cc(C)c(NC(=O)Cn2nnc(C(=O)NCc3cccs3)c2N)c(C)c1	13.5%&-6.0%	-4.4%&-1.1%	-11.0%&-0.4%
86	CN(C)c1ccc(NC(=O)Nc2ccc3snnc3c2)cc1	-6.1%	-5.3%	-0.6%
87	CCCc1ccc(OCc2ccc(C(=O)N3CCCC3)o2)cc1	-4.4%	-3.0%	?
88	COc1cccc(C2NC(=O)NC(C)=C2C(=O)Nc2ccc(C)cc2)c1OC (stereo unspecified)	2.1%	-5.5%	4.1%
89	CN(C)C(=S)N=c1ssc(=S)n1Cc1cccnc1	-1.5%	/	1.84µM*
90	COc1ccc(C2C(C(=O)/C=C/c3ccco3)=C(O)C(=O)N2CCN2CCOCC2)cc1OC (stereo unspecified)	10.2%	-10.9%	-25.1%
